HSF-1 act: increases HSF-1 driven luciferase reporter signal. activation, % at 9 µM. NIH3T3-HGL HSF-1 luciferase reporter, MG132, 8 h; 100% = twice DMSO control signal. 300,000 tested, 1.7% active;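 active = mean replicate activation of at least 50% with a set share of replicates each reaching 50%; inconclusive = only one of those two conditions met; inactive = mean below 50% and too few replicates reaching it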;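 also: 0% = median of the neutral control wells and 100% = twice that signal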
DYRK1A inh: blocks rat Dyrk1A kinase activity. ADP-Glo luminescence, NFATc1 peptide. inhibition, % at 12.5 µM. 310,000 tested, 0.43% active. AID 504441; in the data active = inhibition above about 50%;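 also: plate controls were vehicle with enzyme for no effect and no enzyme for full effect; many of its hits are not listed in these tables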
HSF1 inhib: HSF1 inhibition | NIH3T3-HGL HSE-luciferase, MG132-induced, luminescence 8 h; stronger effect = lower value | activity change, negative = inhibition, % at 7.5 µM (by protocol) | 300,000 tested, 0.77% active | AID 2098;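 active = more than half of replicate wells show activity change below -50%, luminescence cut by over half; inconclusive = some wells, but at most half, below -50%; inactive = no replicate well below -50%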;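 also: luciferase reports HSF-1 transcriptional activity via heat shock element; 0% = median of DMSO wells and -100% = zero luminescence signal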
GSK3 alpha inh: blocks human GSK-3 alpha kinase. P49840. ADP-Glo luminescence, 60 min. inhibition, % at 10 µM. 320,000 tested, 0.1% active;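 in the data active = inhibition above about 50%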;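 also: GST-tagged GSK-3 alpha with peptide substrate and 25 µM ATP; 0% = DMSO neutral wells and 100% = GW8510 positive control wells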
Target sequence (P49840 whole entry, looked up): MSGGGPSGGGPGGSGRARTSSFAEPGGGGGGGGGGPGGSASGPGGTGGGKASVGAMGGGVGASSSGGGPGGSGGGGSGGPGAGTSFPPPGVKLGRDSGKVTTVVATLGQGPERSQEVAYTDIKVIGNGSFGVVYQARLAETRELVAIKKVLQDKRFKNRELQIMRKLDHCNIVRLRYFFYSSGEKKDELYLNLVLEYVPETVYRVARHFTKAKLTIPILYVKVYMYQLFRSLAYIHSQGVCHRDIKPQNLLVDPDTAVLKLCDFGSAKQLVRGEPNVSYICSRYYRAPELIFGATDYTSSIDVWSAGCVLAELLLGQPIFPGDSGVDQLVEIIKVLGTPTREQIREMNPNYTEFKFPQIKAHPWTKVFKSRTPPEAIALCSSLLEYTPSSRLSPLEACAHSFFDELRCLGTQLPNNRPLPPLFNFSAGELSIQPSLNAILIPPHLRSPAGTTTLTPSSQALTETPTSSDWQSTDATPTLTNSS
IEC-6 tox: kills IEC-6 intestinal cells in KLF5 counter-screen. IEC-6 cytotoxicity, luminescence viability. 290,000 tested, 0.78% active. inhibition, % at 5 µM. AID 1825; in the data active = inhibition above about 22%;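 also: 0% = plate median of test compound wells and 100% = cytotoxic reference compound wells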
GSK3beta inhib: blocks human GSK3beta kinase activity; P49841; GST-GSK3beta kinase, ADP-Glo luminescence, 60 min; stronger effect = lower value; activity score (negative = inhibition), % at 10 µM; 300,000 tested, 0.038% active; AID 2097;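 active = more than half of replicate wells score below -50%, meaning over 50% inhibition versus plate controls; inconclusive = some replicates but at most half score below -50%; inactive = no replicate scores below -50%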;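 also: 0% = median DMSO wells and -100% = median GW8510 positive control wells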
Target sequence (P49841 whole entry, looked up): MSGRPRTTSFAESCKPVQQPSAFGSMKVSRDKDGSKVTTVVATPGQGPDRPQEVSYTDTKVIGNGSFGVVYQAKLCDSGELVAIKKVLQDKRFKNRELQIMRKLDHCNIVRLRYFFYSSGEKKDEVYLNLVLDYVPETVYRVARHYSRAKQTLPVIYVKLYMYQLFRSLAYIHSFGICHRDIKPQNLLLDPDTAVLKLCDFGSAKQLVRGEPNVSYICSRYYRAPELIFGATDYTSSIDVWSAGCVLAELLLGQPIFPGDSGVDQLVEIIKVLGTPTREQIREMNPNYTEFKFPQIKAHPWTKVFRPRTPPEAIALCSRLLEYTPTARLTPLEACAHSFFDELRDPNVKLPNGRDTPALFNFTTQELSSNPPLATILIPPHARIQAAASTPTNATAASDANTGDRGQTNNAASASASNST
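Assay system: GST-tagged human GSK3beta kinase, cell-free; Input: 1.6 ng GSK3beta; Medium: Tris/MgCl2 kinase buffer; Timing: 60 min enzyme reaction, room temperature; Signal: ADP-Glo luminescence quantifying ADP generated by kinase; Evaluation: score relative to plate controls; Benchmarks: DMSO neutral wells and GW8510 at 20 µM as positive.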
KLF5 inh: suppresses KLF5 promoter-driven expression; 290,000 tested, 0.23% active; AID 1700; inhibition, % at 5 µM; DLD-1 KLF5 promoter-luciferase reporter, luminescence;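 active = inhibition above a per-plate limit of that plate's mean compound inhibition plus 3 SD, cut at about 60% in these data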;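 also: 0% = DMSO wells and 100% = LY294002 at 200 µM; higher means less KLF5 promoter-driven luciferase light; inactives centre near -14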
aSyn UTR inh: 5' untranslated region of α-synuclein, MLPCN primary screen. AID 1813. inhibition, % (tested at 7.5 µM). alpha-synuclein 5'UTR reporter, inhibitor activity. 300,000 tested, 0.82% active; in the data active = inhibition above about 60%; inconclusive = no clear call, values can overlap the other calls;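 also: H4 neuroglioblastoma cells stably carrying SNCA 5'UTR luciferase fusion; 0% = DMSO wells and 100% = positive control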
HSP90 inh: inhibitors of HSP90 luciferase refolding in rabbit reticulocyte lysate | luciferase refolding luminescence, 3 h | inhibition, % at 5.6 µM | 290,000 tested, 0.91% active | AID 1789;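 active = inhibition above the screen-wide mean plus 3 SD, computed separately per campaign, cut at about 16% in these data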;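 also: 0% = DMSO wells and 100% = 60 µM geldanamycin wells; inhibitors lower the luminescence because luciferase stays unfolded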
Platelet DG rel: platelet dense granule release activity; human platelet-rich plasma, SFLLRN dense granule ATP release, luminescence; inhibition, %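 (compounds screened at 7.5 µM in platelet-rich plasma)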; 300,000 tested, 0.22% active;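 active = mean replicate score, as percent of positive control, at or above 50; inconclusive = mean below 50 but at least one replicate at or above 50; inactive = mean and every replicate below 50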
Numbers without * were called inactive; ? = inconclusive; . = no result given.

cpd	compound	IEC-6 tox	KLF5 inh	aSyn UTR inh	GSK3 alpha inh	HSF-1 act	GSK3beta inhib	HSP90 inh	HSF1 inhib	DYRK1A inh	Platelet DG rel
1	COc1cccc(NC(=S)NN2C(C)CCCC2C)c1 (stereo not drawn)	3	-21	15	-2	3	-2	8	-1	-6	-6
2	COc1ccc(-n2nc(C(=O)NCC(=O)N3CCN(c4ccccc4OC)CC3)c3ccccc3c2=O)c(OC)c1	8	-15	-64	-1	-18	1	-2	-15	1	3
3	COc1ccccc1C(c1nnnn1C(C)C)N1CCN(C(=O)c2ccco2)CC1 (stereo not drawn)	1	26	2	-3	-6	0	-5	-9	1	2
4	CCCc1cc(CNC(=O)C2CCC(=O)N(Cc3ccccc3OC)C2)on1 (stereo not drawn)	-3	-24	4	-2	1	-1	-8	-1	-3	2
5	O=C(CSc1nnc(Cc2cc(=O)[nH]c(=O)[nH]2)n1-c1ccccc1)NCC1CCCO1 (stereo not drawn)	0	-16	4	-2	24	-6	1	-1	0	-4
6	Nc1cccc(-c2cn3cccnc3n2)c1	-4	-46	-41	0	-2	4	1	-5	1	-3
7	COc1cc(C(=O)Oc2cc(N)n(S(=O)(=O)c3ccccc3)n2)cc(OC)c1OC	-3	-12	-17	-1	27	-4	-3	12	-5	16
8	CN(Cc1ccccc1)S(=O)(=O)c1ccc(Cl)c(C(=O)NCc2ccncc2)c1	.	.	0	-1	14	-2	.	-2	-6	-15
9	Cc1nn(-c2ccccc2)c2nc(-c3ccco3)cc(C(=O)O)c12	-8	4	4	-5	1	6	0	3	1	4
10	N/C(COc1ccccc1)=N\NC(=O)c1cccnc1Oc1ccccc1	-1	-27	-11	-5	4	-2	-1	-3	-9	-3
11	COc1ccc(OC)c2sc(N(CCN(C)C)C(=O)c3ccc4ccccc4c3)nc12	5	-18	10	1	15	4	-3	6	8	-1
12	Cc1ccc(C)c(NS(=O)(=O)c2ccc(NC(=O)c3ccco3)cc2)c1	-2	-23	17	4	5	-1	2	-6	-5	-2
13	CN1CCN(C(=S)Nc2ccc(Cl)cc2Cl)CC1	-3	-19	-24	-3	-7	2	-1	4	6	0
14	CCOCCc1nn2c(=O)cc(CSCC(=O)Nc3ccccc3)nc2s1	-6	-10	11	1	3	0	-2	-4	-6	-4
15	O=C(CCn1c(=S)[nH]c2ccccc2c1=O)NCC1CCCO1 (stereo not drawn)	-1	22	4	0	4	2	-2	-2	-19	-4
16	COc1ccc(OCCCC(=O)NCC(C)C)cc1	-2	1	4	0	7	1	4	0	-3	3
17	CC(C)OP(=O)(OC(C)C)C(Nc1ccccc1)c1cccnc1 (stereo not drawn)	-1	-16	1	-1	-8	3	4	-8	-3	-13
18	COc1ccc2[nH]c3c(c2c1)[C@@H]1CCN2C(=O)CCC[C@H](C3)[C@H]12	3	-37	-28	-2	0	-1	-2	-1	45	-4
19	COc1ccc(-c2noc(CNS(=O)(=O)c3ccc(NC(C)=O)cc3)n2)cc1	0	-29	-10	-1	4	1	-3	-3	5	10
20	CSc1ccccc1NC(=O)c1c(C)noc1C	0	-13	20	-3	0	0	-3	-3	-12	10
21	CC(C)CCN1C(=O)c2ccc(C(=O)Nc3cc(C(=O)O)cc(C(=O)O)c3)cc2C1=O	-2	-29	10	6	-13	4	-3	-3	15	4
22	CC(C)OC(=O)C[N+](C)(C)CCN1C(=O)C2C(c3ccccc3)C=CC(c3ccccc3)C2C1=O (stereo not drawn)	-7	-14	-3	1	10	-3	-1	0	-2	9
23	Cc1nc(-c2ccc(Cl)cc2)sc1C1(C)CC(c2c(Cl)cccc2Cl)=NO1 (stereo not drawn)	.	.	-4	0	7	3	.	-1	-5	7
24	Cc1ccc(S(=O)(=O)NC(=O)c2cc(C)n(CCCN3CCOCC3)c2C)cc1	6	13	-23	-2	-2	2	4	-6	1	-10
25	O=C(NC(C(=O)O)c1ccccc1)c1ccccc1 (stereo not drawn)	1	-12	0	0	8	0	0	0	-39	4
26	O=C1NN(c2cccc(Br)c2)C(=O)/C1=C\c1ccccc1	0	-43	3	-2	-2	3	1	3	0	-9
27	COc1ccc(CSc2ncn[nH]2)cc1[N+](=O)[O-]	2	-17	3	1	-12	5	1	-7	0	28
28	CCCCOc1ccc(-c2cc(C(F)(F)F)c(C#N)c(SCC(=O)O)n2)cc1	2	-10	-23	-7	.	5	-4	.	-8	-1
29	Cn1cc(-c2nnnn2-c2cccc(C(F)(F)F)c2)c(C(F)(F)F)n1	0	8	-12	-1	3	-2	3	-6	1	-3
30	CNc1ccc(C(=O)N2CCN(S(=O)(=O)c3ccc4c(c3)OCCCO4)CC2)cc1[N+](=O)[O-]	-8	-4	21	1	8	0	2	-1	-8	1
31	O=C(Cn1c(C(=O)NCc2ccco2)cc2sccc21)c1ccccc1	13	7	14	0	-2	0	2	1	2	6
32	Nc1ncnc2nc(SCCC(=O)O)[nH]c12	1	-21	0	2	5	-1	-5	3	7	-1
33	COc1ccc(-c2csc(Nc3ccc(O)cc3)n2)cc1	5	-171	-170	1	40	-3	-3	2	.	4
34	COc1ccc(NC(=O)CN(C)C(=O)CCNC(=O)c2ccccc2OC)cc1	.	.	-11	0	2	2	.	0	-1	-39
35	CCn1c(/C=N/n2cnnc2)nc2ccccc21	-1	-10	10	4	-22	2	1	-15	29	14
36	COc1ccc(/C=C2/NC(=O)N(Cc3ccccc3F)C2=O)cc1OC	1	18	20	-1	1	1	3	-2	-4	-8
37	O=C(O)CCC(=O)Nc1ccc(S(=O)(=O)c2ccc(NC(=O)CCC(=O)O)cc2)cc1	-1	-3	-16	-2	-6	-3	3	-2	-3	-6
38	COc1cc(/C=N/n2nnnc2N)ccc1O	8	-15	14	6	-23	-3	4	-7	2	1
39	Cc1cccc(C)c1NC(=O)C1c2cccc[n+]2CC(=O)N1Cc1ccc2c(c1)OCO2 (stereo not drawn)	-9	-25	-9	-7	17	-3	4	-5	-1	3
40	Cc1ccc(Nc2nc(N)c3ccccc3n2)cc1C	17	22	46	1	3	-2	26*	3	40	44
41	N#C/C(=C/c1ccc(N2CCCCC2)o1)C(=O)NCCc1c[nH]c2ccccc12	0	-5	18	-2	-1	2	-4	6	-7	-3
42	COc1ccc(OCC(=O)N2CCN(c3cccc(C(F)(F)F)c3)CC2)cc1	-5	-18	-8	1	-89	2	1	-87*	3	2
43	NC(=O)C1CCN(C(=O)c2ccc(Oc3ccccc3)cc2)CC1	3	-41	2	-1	-25	0	4	-10	3	15
44	CCOc1ccc(C(=S)N2CCN(C)CC2)cc1	-4	15	4	-2	-3	-2	-2	0	-4	-5
45	CCc1c(C(=O)N2CCOCC2)csc1C	3	-22	-18	-2	2	3	3	-4	-6	-52
46	Cc1nnc(C)c2c(C)n(-c3ccccc3N)c(C)c12	1	-14	-38	2	-6	-2	11	-1	0	-1
47	Cc1ccc(CN(C(=O)c2ccccc2[N+](=O)[O-])C2CCS(=O)(=O)C2)o1 (stereo not drawn)	7	-5	-6	-1	-8	-1	-2	-3	3	1
48	Cc1ccc(S(=O)(=O)NCC(c2ccco2)N2CCc3ccccc3C2)cc1 (stereo not drawn)	.	.	-18	-2	12	-12	.	1	-3	1

5 entries already listed, arranged by the number in DYRK1A inh, low to high.
nr	canonical_smiles	DYRK1A inh
28	CCCCOc1ccc(-c2cc(C(F)(F)F)c(C#N)c(SCC(=O)O)n2)cc1	-8
22	CC(C)OC(=O)C[N+](C)(C)CCN1C(=O)C2C(c3ccccc3)C=CC(c3ccccc3)C2C1=O (stereo not drawn)	-2
34	COc1ccc(NC(=O)CN(C)C(=O)CCNC(=O)c2ccccc2OC)cc1	-1
3	COc1ccccc1C(c1nnnn1C(C)C)N1CCN(C(=O)c2ccco2)CC1 (stereo not drawn)	1
18	COc1ccc2[nH]c3c(c2c1)[C@@H]1CCN2C(=O)CCC[C@H](C3)[C@H]12	45

Shown as a hit in HSP90 inh, among the entries above:
# | compound | KLF5 inh | aSyn UTR inh | GSK3 alpha inh | HSF-1 act | GSK3beta inhib | HSP90 inh | HSF1 inhib | DYRK1A inh | Platelet DG rel
40 | Cc1ccc(Nc2nc(N)c3ccccc3n2)cc1C | 22 | 46 | 1 | 3 | -2 | 26* | 3 | 40 | 44

Carrying on.
cpd	compound	IEC-6 tox	KLF5 inh	aSyn UTR inh	GSK3 alpha inh	HSF-1 act	GSK3beta inhib	HSP90 inh	HSF1 inhib	DYRK1A inh	Platelet DG rel
49	O=C(CSc1ccc2ccccc2c1)Nc1nc2ccccc2[nH]1	2	-20	-10	-2	16	2	4	-1	-5	-6
50	Cc1cccc(-n2nc3c(c2NC(=O)c2ccco2)CS(=O)C3)c1C (stereo not drawn)	-18	-13	-1	.	-2	2	2	-16	.	1
51	O=C(CC(=O)N/N=C\c1cccc(Cl)c1Cl)NCc1ccccc1	-10	2	-3	0	1	3	-6	-9	-7	3
52	CC1CCCN(c2ccc(C(=O)Nc3cccnc3)cc2[N+](=O)[O-])C1 (stereo not drawn)	5	-35	-39	-1	13	-2	7	14	3	2
53	COc1ccc(NCc2nc3ccccc3n2CCOc2ccc(C)cc2)cc1	-1	-34	-114	.	9	0	2	14	1	-4
54	Cc1ccc(Cl)cc1NC(=O)CN1CCN(S(=O)(=O)N2CCC(C)CC2)CC1	-3	-9	19	1	21	-1	0	1	2	6
55	CC1CCC2C(=O)N(c3cccc(C(=O)Nc4ccc(F)cc4)c3)C(=O)C2C1 (stereo not drawn)	10	-30	-1	1	3	1	-4	-3	6	6
56	COc1ccc(CSc2ncnc3sccc23)cc1F	-6	-16	-18	-1	5	5	0	10	2	?
57	Cc1ccc(S(=O)(=O)c2c(N)n(/N=C/c3ccco3)c3nc4ccccc4nc23)cc1	3	-43	-43	-1	37	-1	2	33	-6	0
58	CC(C)C(NS(=O)(=O)c1cc(C(=O)O)ccc1Cl)C(=O)O (stereo not drawn)	-2	-11	0	-3	28	0	-2	16	-6	-1
59	COc1ccc(C(=O)NCC(c2cccnc2)N2CCN(c3ccccc3OC)CC2)cc1OC (stereo not drawn)	1	-19	14	0	-17	-15	1	0	-1	0
60	COC(=O)N1N=C(c2ccc(Br)cc2)CC1(O)C(F)(F)F (stereo not drawn)	-6	-98	-126	-2	11	0	14	9	-2	-2
61	O=C(CC12CC3CC(CC(C3)C1)C2)NCCN1CCOCC1	3	8	8	0	2	2	-1	-7	-4	-8
62	CCOC(=O)C1=C(N)N2C(=O)C(C)SC2=C(C(=O)OC)C1c1cccc(OC)c1 (stereo not drawn)	4	-43	6	-2	-2	1	4	-4	3	15
63	CCn1cc(C(=O)O)c(=O)c2cc(F)c(N3CCN(C(=S)NC(=O)c4ccccc4Br)CC3)cc21	-7	16	9	7	-2	2	2	-4	-4	-1
64	CC1CCCCN1C(=O)c1cc(-c2ccc(Cl)c(Cl)c2)on1 (stereo not drawn)	8	-40	-222	.	57*	0	6	36	3	4

High-throughput results as filed in PubChem BioAssay.

The list is partial (hit frequency here may not be typical).
